KCNQ2 block = KCNQ2 potassium channel inhibitors, primary screen, cell-based, CHO-K1, FluxOR thallium flux, B-score (AID 2156); Potassium voltage-gated channel subfamily KQT member 2 (Rattus norvegicus), O88943; 20 min; stronger effect = lower value; B-score at 10 µM; hit rate 1.1% among 310,000;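 active = fluorescence ratio B-score at most minus 3 library SDs, with starting brightness B-score within 2 library SDs, cut at about -5.5 in these data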
Kir21 block = inhibitors of mouse Kir2.1 inward-rectifier potassium channel; Inward rectifier potassium channel 2 (Mus musculus), P35561; HEK293-Kir2.1, FluxOR thallium flux fluorescence; stronger effect = lower value; B-score at 10 µM; hit rate 0.85% among 310,000;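 active = fluorescence ratio B-score at or below minus 3 SD of library scores, with starting-brightness B-score within 2 SD, cut at about -4.2 in these data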;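 note: channel flux triggered by added potassium and thallium sulfate stimulus; B-score of peak minus minimum fluorescence over baseline after thallium stimulus; more negative B-score means stronger Kir2.1 block with less thallium influx; some compounds called inactive have numbers as strong as hits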
Target sequence (P35561 whole entry, looked up): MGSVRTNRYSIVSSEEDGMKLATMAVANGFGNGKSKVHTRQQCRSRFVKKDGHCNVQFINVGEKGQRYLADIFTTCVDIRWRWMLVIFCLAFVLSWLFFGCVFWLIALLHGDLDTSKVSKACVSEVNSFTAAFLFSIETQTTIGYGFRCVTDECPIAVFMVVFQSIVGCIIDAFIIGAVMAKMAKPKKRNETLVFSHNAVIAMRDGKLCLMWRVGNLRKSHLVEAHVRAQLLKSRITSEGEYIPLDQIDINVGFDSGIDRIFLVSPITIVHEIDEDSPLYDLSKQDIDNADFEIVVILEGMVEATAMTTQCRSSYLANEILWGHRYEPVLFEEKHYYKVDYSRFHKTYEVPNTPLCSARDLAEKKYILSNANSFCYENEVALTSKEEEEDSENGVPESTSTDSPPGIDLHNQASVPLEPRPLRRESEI
An asterisk follows results filed as active; i = inactive. No enrichment for hits (roughly 1.9% active in at least one column).

SMILES	KCNQ2 block	Kir21 block
CCOc1ccc(-c2n[nH]c(C)c2-c2ccccc2OC)c(O)c1	i	-0.39
Cc1ccc(OCCCn2cc(C#N)c3ccccc32)cc1	i	-1.07
Cc1ccc(S(=O)(=O)N(C)c2c(C)ccc(S(=O)(=O)Nc3ccncc3)c2C)cc1	i	-1.86
Cc1cc(Br)cc(Cl)c1OC(=O)c1cnccn1	i	1
COc1ccc(OC)c2c(C)cc(N3CCCN(C)CC3)nc12	i	1.01
Fc1ccc(C2c3[nH]c4ccccc4c3CCN2Cc2cccn2-c2ncccn2)cc1 (stereo not given)	i	0.01
c1nnc(-c2ccc3c(c2)OCO3)o1	i	-0.23
CCCCC(=O)NC(=S)Nc1cccc(C(=O)O)c1	i	-0.72
Cn1c(N)c(C(=O)COC(=O)CNS(=O)(=O)c2cccc(Cl)c2)c(=O)n(C)c1=O	i	-1.1
Cc1onc(-c2ccccc2)c1C(=O)c1c[nH]c(C(=O)NCCCN2CCOCC2)c1	i	-1.04
COc1ccc(C2C(C#N)=C(SC)NC3=C2C(=O)CC(C)(C)C3)cc1 (stereo not given)	i	2.17
O=C(COC(=O)Cc1ccc(Br)cc1)NC1CCCCC1	i	-1.71
COc1ccc(N2CCN(C(=O)CCNC(=O)c3ccc(Br)cc3)CC2)cc1	i	0.9
CCNC(=S)N1CCN(CCN=CC2=C(O)CC(c3cccs3)CC2=O)CC1 (stereo not given)	i	-0.17
CN(c1ccc(C(=O)Nc2cccnc2)cc1)S(=O)(=O)c1ccccc1	i	-1.15
O=C(O)COc1ccc(/C=N/O)cc1Br	i	0.78
Nc1cc(C(F)(F)F)ccc1-n1cccc1	i	0.95
COc1ccc(NS(=O)(=O)c2cccc(C(=O)Nc3cccc(C(=O)O)c3)c2)cc1	i	0.14
COc1ccc2oc(=O)c(C(=O)n3ccc(C)n3)cc2c1	i	-1.28
O=c1c2ccccc2nc(-c2ccccc2Cl)n1O	i	0.52
Cn1c(=O)c(C(=O)CN2CC(=O)Nc3ccccc32)c(N)n(Cc2ccccc2)c1=O	i	0
C/C=C(\C)C(=O)Nc1cccc(C2=NOC3(C2)C[C@H](C(N)=O)N(C(=O)C(c2ccccc2)c2ccccc2)C3)c1 (stereo not given in full)	i	-0.22
COC(=O)c1cc(NC(=O)Cc2ccc(OC)cc2)cc(C(=O)OC)c1	i	-0.04
COc1ccc(C(=O)N/C(=C\c2ccc3c(c2)OCO3)C(=O)Nc2cccc(C(=O)O)c2)cc1	i	-1.79
CCOC(=O)c1nnn(CC(=O)Nc2cc(Cl)ccc2C)c1C(=O)OCC	i	1.56
COc1ccccc1CNC(=O)/C=C/c1ccc(S(=O)(=O)NCc2ccco2)cc1	i	-0.04
CCC(=O)c1cc(F)c(N2CCN(S(=O)(=O)c3ccc(C)cc3)CC2)cc1C	i	0.33
CC(Nc1ccc(Cl)cc1)c1cc(Cl)ccc1O (stereo not given)	i	-5.81*
COc1ccc(CN2C(=O)[C@H]3Cc4c([nH]c5ccccc45)C(C)(C)N3C2=O)cc1	i	-0.11
Cn1cnnc1SCC(=O)NCc1ccccc1	i	0.06
CCCOc1ccc(NC(=O)CC2C(=O)N(C)C(=S)N2Cc2ccc3c(c2)OCO3)cc1 (stereo not given)	i	-0.9
N/C(=N\OC(=O)CCc1ccccc1)c1ccc(Cl)cc1	i	0.14
COc1ccccc1OCC(=O)c1[nH]c(C)c(C(C)=O)c1C	i	-0.53
CCCCCCn1c(CN2CCN(Cc3ccccc3)CC2)nc2c1c(=O)n(C)c(=O)n2C	i	-1.38
CN1C(=O)/C(=N\OC(=O)c2cccc3ccccc23)c2ccccc21	i	0.54
Cc1nnc(NC(=O)Nc2cccc(Cl)c2)s1	i	-0.52
CCOC(=O)N1CCN(C(=O)COc2ccc([N+](=O)[O-])cc2)CC1	i	-1.44
COc1ccc2cc(C(=O)N3CCN(c4ccc(F)cc4)CC3)[nH]c2c1	i	2
C=C(C)C(=O)N1CC2(CC(c3cccc(NC(=O)CCCCC)c3)=NO2)C[C@H]1C(N)=O (stereo not given in full)	i	0.29
COC(=O)CSc1nnc(CNC(=O)c2cccc(C)c2)n1-c1ccccc1OC	i	0.67
COc1ccc(NC(=O)CSc2nncn2N)c(OC)c1	i	0.21
Cc1nn(CCC(=O)O)c(C)c1C	i	0
COc1ccc(NC(=O)C(=S)N2CCCC2)cc1	i	-0.01
CCOC(=O)c1sc(NC(=O)Nc2ccc(Cl)cc2)nc1C	i	0.26
CN1C(=O)CSc2ccc(NC(=O)N3CCN(c4ccccn4)CC3)cc21	i	1.1
COc1cccc(CN2CCN(Cc3ccco3)CC2)c1	i	-1.13
COc1ccc(-c2cc(C(=O)NCc3ccco3)c3ccccc3n2)c(OC)c1	i	1.83
Cc1cccc2nc(-c3ccco3)c(Nc3ccc4c(c3)OCO4)n12	i	-0.7
O=C1CC(N2CCN(c3ccc(S(=O)(=O)N4CCOCC4)cc3)CC2)C(=O)N1Cc1ccccc1 (stereo not given)	i	-0.54
COC(=O)C1C(=O)C2=C(CC1C)Nc1ccccc1NC2c1ccc(C)s1 (stereo not given)	i	1.01
CCCCC(CC)C(=O)Nc1cc(C(=O)NCCC)ccc1N1CCC2(CC1)CC(c1ccccc1)=NO2 (stereo not given)	i	0.86
CCc1ccc(NC(=O)CN(C)S(=O)(=O)c2ccc3[nH]c(=O)oc3c2)cc1	i	-1.45
COc1cccc(NC(=O)Nc2ccc(C(C)(C)C)cc2)c1	-8.68*	-0.77
CC(C(=O)Nc1ccccn1)N1C(=O)C2C3C=CC(C3)C2C1=O (stereo not given)	i	0.22
Cc1[nH]c(C)c(S(=O)(=O)N2CCN(c3cccc(C(F)(F)F)c3)CC2)c1C(=O)N1CCCCC1	i	-1.19
CC(CCc1ccccc1)NC(=O)CCc1cn(C)c2ccccc12 (stereo not given)	i	-5.63*
COc1ccccc1C(=O)OCc1c(F)cccc1Cl	i	-2.65
CCOC(=O)N1CCC(NC(=S)Nc2ccc3nc(N4CCN(CC)CC4)cc(C)c3c2)CC1	i	-2.41
COc1ccc(C(OCC2CO2)c2ccc(OC)cc2)cc1 (stereo not given)	i	0.04
COc1ccccc1CC(=O)NC1CCCCCC1	i	0.79

For convenience, 3 of the compounds above.
SMILES	KCNQ2 block	Kir21 block
COc1ccc(NC(=O)CSc2nncn2N)c(OC)c1	i	0.21
Cc1nn(CCC(=O)O)c(C)c1C	i	0
COc1ccc(NC(=O)C(=S)N2CCCC2)cc1	i	-0.01

Next compounds follow:
SMILES	KCNQ2 block	Kir21 block
COc1ccccc1-n1c(SCC(=O)Nc2cccc3ccccc23)nc(O)cc1=O	i	-1.39
COc1ccc(C(=O)Nc2ncc3c(n2)CC(c2ccco2)CC3=O)cc1 (stereo not given)	i	-0.01
CCC1(C)Cc2c(C#N)c(N)n(-c3ccccc3)c(=S)c2CO1 (stereo not given)	i	-1.11
CCc1ccc(N(CC(=O)N2CCN(Cc3ccccc3)CC2)S(C)(=O)=O)cc1	i	1.62
O=C(Cc1ccc(Br)cc1)N1CCN(c2ccccc2)CC1	i	1.11
COC(=O)NCC(c1cccnc1)N1CCN(c2ccccc2OC)CC1 (stereo not given)	i	-2.11
Cc1c(C(=O)Nc2ccccc2C(=O)N2CCCC2)cccc1[N+](=O)[O-]	i	0.01
Cc1ccc(C(C(=O)NC2CCCCC2)N(C(=O)c2csnn2)C2CC2)cc1 (stereo not given)	i	2.65
O=C(NCCN1CCCC1)c1ccc(CS(=O)(=O)c2c(Cl)cccc2Cl)o1	i	-1.31
COC(=O)c1ccc(CN(c2ccccn2)S(=O)(=O)c2ccccc2)cc1	i	0.05
COc1cc(OC)cc(C(=O)Nc2ccccc2C(=O)N2CCCC2)c1	i	-0.19
Cn1c(-c2ccccc2)cnc1SCC(=O)N1CCCc2ccccc21	i	-7.46*
O=C(CCSc1ccccn1)c1ccccc1	i	-2.02
CCO[C@H]1OC(C(=O)N2CCN(Cc3ccccc3)CC2)=C[C@@H](c2ccccc2)[C@@H]1CCCO	i	-0.57
S=C(Nc1ccccn1)NC1CCCCC1	i	-1.08
O=C(CCl)N1CCCC1c1ccc2c(c1)OCCO2 (stereo not given)	i	-0.1
Nc1ncnc(NCc2ccc(F)cc2)c1[N+](=O)[O-]	i	1.28
CSc1nnc2n(-c3ccc(C)cc3)c(=O)c3c4c(sc3n12)COC(C(C)C)C4 (stereo not given)	i	0.15
COCCn1c(SCC(=O)N2CCCC2)nnc1-c1ccoc1C	i	-0.51
COC(=O)c1ccc(C(=O)OC)c(NC(=O)CCS(=O)(=O)Cc2ccccc2)c1	i	-0.17
COc1ccc(Nc2cc(C(=O)NCc3ccccn3)c3ccccc3n2)c(OC)c1	i	1.62
CCOC(=O)c1ccccc1NS(=O)(=O)c1cnn(CC)c1C	i	-3.54
O=C(NCC1CCCO1)/C(=C\c1ccc(Cl)cc1)NC(=O)c1ccccc1 (stereo not given)	i	1.64
Cc1cccc(NC(=S)NCc2ccncc2)c1C	i	-0.91
O=C(CSc1nc2ccccc2[nH]1)c1cccs1	i	-0.22
N/C(=N\N=C\c1cccs1)SC1CC(=O)N(c2cccc([N+](=O)[O-])c2)C1=O (stereo not given)	i	-1.13
CN1CCN(C(c2cccc(C(F)(F)F)c2)c2nnnn2Cc2ccccc2)CC1 (stereo not given)	i	-2.4
COc1cc2c(cc1NC(=S)Nc1ccccc1C)oc1ccccc12	i	0
Cc1sc2ncnc(SCC(=O)c3ccc(O)cc3O)c2c1C	i	0.55
O=C(c1ccc(-n2cnnn2)cc1)N1CCCCC1	i	1.28
O=C(O)c1cccnc1SCc1cccc(Cl)c1	i	-0.17
Nc1nonc1-n1nnc(C(=O)N/N=C/c2cccnc2)c1-c1cccs1	i	0
CCOC(=O)CNC(=O)c1sc2nc(C)cc(C)c2c1N	i	0
O=C(O)C1CC(=O)n2c(nc3ccccc32)S1 (stereo not given)	i	0.88
Cc1csc(SCCN2C(=O)c3ccccc3C2=O)n1	i	-0.1
O=[N+]([O-])c1ccc(OCC2CC(c3ccccc3)=NO2)cc1 (stereo not given)	i	0.02
O=S(=O)(c1ccc(NC(=S)N/N=C/c2ccc(Oc3ccccc3)cc2)cc1)N1CCOCC1	i	0.49
CNC(=O)c1cccc2nc3ccccc3nc12	i	0.02
O=C(Nc1ccc(NC(=O)c2ccco2)c(Cl)c1)c1cccc([N+](=O)[O-])c1	i	-0.31
COC(=O)[C@@H]1CCCN1Cc1c(C(=O)N2CCCCC2)nc2c(C)cccn12	i	-0.95

Structures above that contain fluorine (8):
SMILES	KCNQ2 block	Kir21 block
Fc1ccc(C2c3[nH]c4ccccc4c3CCN2Cc2cccn2-c2ncccn2)cc1 (stereo not given)	i	0.01
Nc1cc(C(F)(F)F)ccc1-n1cccc1	i	0.95
CCC(=O)c1cc(F)c(N2CCN(S(=O)(=O)c3ccc(C)cc3)CC2)cc1C	i	0.33
COc1ccc2cc(C(=O)N3CCN(c4ccc(F)cc4)CC3)[nH]c2c1	i	2
Cc1[nH]c(C)c(S(=O)(=O)N2CCN(c3cccc(C(F)(F)F)c3)CC2)c1C(=O)N1CCCCC1	i	-1.19
COc1ccccc1C(=O)OCc1c(F)cccc1Cl	i	-2.65
Nc1ncnc(NCc2ccc(F)cc2)c1[N+](=O)[O-]	i	1.28
CN1CCN(C(c2cccc(C(F)(F)F)c2)c2nnnn2Cc2ccccc2)CC1 (stereo not given)	i	-2.4

Going on with the list:
SMILES	KCNQ2 block	Kir21 block
OCCNCCCCOc1cccc(Br)c1	i	0.07
COc1ccc(CNC(=O)c2cc(C(C)=O)c[nH]2)cc1	i	0.08
CC(=O)Nc1ccc(N2CCN(C(=O)c3cccs3)CC2)cc1	i	0.8
CS(=O)(=O)N(CC(=O)N/N=C/c1ccco1)c1ccccc1Br	i	-1.95
COc1ccc(CCNc2ccncn2)cc1OC	i	-0.22
Cc1ccc(-c2csc(N3CCN(c4ccc5nc(-c6ccncc6)n(CCN6CCCCC6)c5c4)CC3)n2)cc1	i	-0.1
COc1ccc(Nc2nc(N)nc(CSC(=S)N3CCC(C)CC3)n2)cc1	i	-0.46
O=C(CCc1nnc(CCCc2ccccc2)o1)NCCc1ccccc1	i	-1.14
Cc1ccc(NC(=S)Nc2ccccn2)cc1C	i	-1.04
COc1cccc(CN(C)C(=O)c2sccc2-c2ccccc2)c1OC	i	-3.56
Cc1ccc(-c2noc(CCC(=O)NCC3CCN(Cc4cccc(C)c4)CC3)n2)cc1	i	-2.66
CCCn1c(=O)c(C(=O)NNC(=O)c2ccc(Cl)cc2Cl)c(O)c2ccccc21	i	3.17
O=C(CSc1nnc(-c2cccnc2)o1)Nc1nccs1	i	2.54
COc1cccc(-c2nc(CS(=O)CC(=O)NC3CCCCC3)c(C)o2)c1 (stereo not given)	i	-0.23
COc1ccc2c(c1OC)C(=O)OC2Nc1ccccc1S(=O)(=O)C(F)F (stereo not given)	i	1.06
Cc1ccc(/C=C/c2nnc(-c3cccs3)o2)cc1	i	0.39
CCOC(=O)C1CCCN(S(=O)(=O)CCNC(=O)c2ccc3c(c2)OCO3)C1 (stereo not given)	i	0.02
C=C1CCN([C@@H](CC(C)C)C(=O)NN2CCOCC2)S(=O)(=O)c2ccccc21	i	-2.22
Cc1c(Cl)cccc1NC(=O)c1cccnc1	i	-2.14
Nc1nnc2c(n1)CCCC2	i	-0.7
CSc1nc(N2CCOCC2)c2c3c(sc2n1)CCC3	i	-1.19
CCN(CC)CCN1C(=O)C(O)=C(C(=O)c2ccco2)C1c1ccccn1 (stereo not given)	i	-1.25
O=C(CCc1nc(-c2ccccc2)no1)Nc1cccnc1	i	1.21

Part of the list above, with each value named:
> COc1cccc(-c2nc(CS(=O)CC(=O)NC3CCCCC3)c(C)o2)c1 (stereo not given)
  KCNQ2 block: i; Kir21 block: -0.23
> COc1ccc2c(c1OC)C(=O)OC2Nc1ccccc1S(=O)(=O)C(F)F (stereo not given)
  KCNQ2 block: i; Kir21 block: 1.06

Screening data: PubChem, Johns Hopkins Ion Channel Center
